# OX1R antag-1: antagonists of human orexin 1 receptor. actives 0.43% (n = 330,000). AID 434989. inhibition, % at 5 µM. O43613. CHO/OX1R cells, Fluo-8 calcium fluorescence, orexin A;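 active means inhibition above its plate's threshold, mean inhibition of all tested compounds on the plate plus 3 SD, cut at about 37% in these data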;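 further: 0% = orexin A challenge wells and 100% = SB-334867-A antagonist wells; not every result past the cut was called active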
# Target sequence (O43613 whole entry, looked up): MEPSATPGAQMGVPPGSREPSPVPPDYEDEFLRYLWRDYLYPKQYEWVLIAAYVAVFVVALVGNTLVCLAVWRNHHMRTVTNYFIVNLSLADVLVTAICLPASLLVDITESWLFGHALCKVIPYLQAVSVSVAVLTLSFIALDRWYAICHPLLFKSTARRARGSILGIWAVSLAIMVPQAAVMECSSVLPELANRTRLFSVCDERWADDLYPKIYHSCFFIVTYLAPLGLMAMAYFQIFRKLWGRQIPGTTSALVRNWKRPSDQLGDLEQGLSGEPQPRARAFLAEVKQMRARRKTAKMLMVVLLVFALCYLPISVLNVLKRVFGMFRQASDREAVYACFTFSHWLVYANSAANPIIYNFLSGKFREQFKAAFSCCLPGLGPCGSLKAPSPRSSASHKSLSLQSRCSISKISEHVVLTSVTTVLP
# OX1R antag-2: blocks the human orexin 1 receptor. O43613. OX1R-expressing cells, FRET antagonist read-out. AID 485270. actives 1.8% (n = 330,000). inhibition, % at 6.6 µM; in the data active means inhibition mostly above about 38%, no sharp cut-off; inactive means mostly below about 40%;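 further: 0% = agonist challenge alone and 100% = reference antagonist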
# Starred values were filed as active, the others as inactive.
# Values run as follows: OX1R antag-1, OX1R antag-2
COc1ccc(/C(O)=C/c2nc3ccc(C(=O)NCCc4cccc(C)c4)cc3[nH]c2=O)cc1OC
→ 1, 21
CCOC(=O)C1(CCCc2ccccc2)CCN(C(=O)CCn2cnnn2)CC1
→ -17, 3
NC(=O)C1Cc2ccccc2CN1S(=O)(=O)c1ccc(Cl)s1 (configuration not stated)
→ -3, 28
COc1ccc2[nH]c(C(=O)NCc3ccc4c(c3)OCO4)cc2c1
→ -1, 11
COc1ccc(C(CC(=O)O)NC(=O)COc2ccc(C)cc2)cc1OC (configuration not stated)
→ -1, 6
COc1ccc(Cn2ccnc2SCC(=O)Nc2cccc(NC(C)=O)c2)cc1
→ -18, 17
COC(=O)c1cn(NC(=O)Cc2ccccc2Br)c(=O)c2ccccc12
→ -36, 43
O=S(=O)(c1ccccc1)N1CCC(Oc2ccc(-n3cnnn3)cc2)CC1
→ 18, 10
CC(=O)Nc1ccc(S(=O)(=O)N(Cc2ccco2)CC2CCCO2)cc1 (configuration not stated)
→ -2, -1
CCOc1ccc2oc(C(=O)NNC(=O)c3ccccc3O)c(C)c2c1
→ -29, 4
COc1ccc(NC(=O)CSc2nc(N)c3cc4c(nc3n2)CCCC4)cc1
→ -22, 42
COc1cccc(CNc2ccc(N3CCC(C)CC3)cc2)c1OC
→ -16, 3
CCC(C)c1ccccc1N1CC(C(=O)NCCCn2nc(C)cc2C)CC1=O (configuration not stated)
→ -9, 4
Cn1nc2c3cc(F)ccc3n(Cc3ccc(F)cc3)cc-2c1=O
→ -10, 7
Cc1ccc(NCc2nnc(SCc3ccc(C#N)cc3)n2Cc2ccco2)c(C)c1
→ -22, 21
O=C1Nc2ccccc2O/C1=C\c1ccccc1
→ -13, 4
CCOC(=O)c1oc2cc(OC(C)=O)ccc2c(=O)c1-c1ccc(OC)c(OC)c1
→ -23, 16
O=C(O)COc1ccc2c3c(c(=O)oc2c1)CCCC3
→ -6, 18
O=C(Cc1ccccc1)Nc1nc2ccccc2[nH]1
→ -13, 7
Cc1ccc(S(=O)(=O)NCc2ccc(C(=O)N3CCN(c4ccccn4)CC3)cc2)cc1
→ -29, 9

# A few values from the list:
# COc1cccc(CNc2ccc(N3CCC(C)CC3)cc2)c1OC in OX1R antag-2 = 3
# Cc1ccc(NCc2nnc(SCc3ccc(C#N)cc3)n2Cc2ccco2)c(C)c1 in OX1R antag-2 = 21

# Carrying on.
# Values run as follows: OX1R antag-1, OX1R antag-2
CC(=O)NC(Cc1ccc(C)cc1)C(=O)NC1CCN(S(=O)(=O)c2ccccc2)CC1 (configuration not stated)
→ -23, 15
COc1ccc(-c2nc(-c3cccs3)c(-c3cccs3)[nH]2)cc1OC
→ -31, 13
Cc1nnc(SCC(=O)N2CCN(S(=O)(=O)c3ccccc3)CC2)n1Cc1ccccc1
→ -8, 6
Cc1cccc(N(C(=O)Cn2nnc(-c3ccc(F)cc3)n2)C(C(=O)NC(C)(C)C)c2ccncc2)c1 (configuration not stated)
→ -30, 5
CCCCn1c(-c2ccsc2)nc2c1c(=O)[nH]c(=O)n2CCC
→ -17, 4
CC(C)CNS(=O)(=O)c1ccc2c(c1)OCCO2
→ -21, 5
CCCCNc1nc(=S)n(-c2ccccc2)c(C)c1C(C)=O
→ -11, 12
COC(=O)CCCCCC(CCC(=O)OC)NC(C)=O (configuration not stated)
→ -5, 6
O=C(CCCC(=O)OCC(Cl)=C(Cl)Cl)Nc1cccc(F)c1
→ -21, 7
CC(C)n1c(C(F)(F)F)nc2cc(C(=O)N3CCOCC3)ccc21
→ -4, 2
CCOc1ccc(S(=O)(=O)N2CCCC(C(=O)N3CCCC3)C2)cc1 (configuration not stated)
→ -23, 17
CCc1ccc(N2C(=O)C3CCCN3C2=S)cc1 (configuration not stated)
→ -7, 10
CC(C)(C)C1CCc2c(C(=O)N/N=C/c3cccs3)csc2C1 (configuration not stated)
→ 0, -2
Cn1c(C(=O)N2CCC(C(=O)NCc3ccccc3)CC2)cc2sccc21
→ -7, 5
CCOC(=O)/C(C#N)=C1\C=CN(C)C(C)=N1
→ -7, 5
CN1C(=O)C(c2nnc(Nc3cccc4ccccc34)s2)C2CC1(C)Oc1ccccc12 (configuration not stated)
→ -10, 5
COc1ccc(C(C)NC(=O)Cc2cccs2)cc1OC (configuration not stated)
→ -7, 18
Brc1ccc(CNCCCSc2ncccn2)cc1
→ -19, 2
O=C(NCCC1=CCCCC1)c1cnc2n(c1=O)CCS2
→ -1, -1
CCOC(=O)c1ccc(S(=O)(=O)Nc2cc(S(=O)(=O)N3CCOCC3)ccc2O)cc1
→ -15, 2
N/C(COc1ccc(Cl)cc1)=N\NS(=O)(=O)c1ccccc1
→ -11, 4
Cc1csc(CN(C)C(=O)CC2C(=O)NCCN2Cc2ccc(F)c(F)c2)n1 (configuration not stated)
→ -10, 15
COc1ccc(C(=O)N2CCOC2CNC(=O)C(=O)NCc2ccccc2Cl)cc1 (configuration not stated)
→ -20, 25
O=C(OCc1c(F)cccc1Cl)c1cccc(S(=O)(=O)N2CCOCC2)c1
→ -30, 4
Cc1ccc(C(=O)Nc2ccc3c(c2)CCC3)o1
→ -33, 4
Cc1ccc(C)c2nc(N3CCCC3)c(C#N)cc12
→ -28, 30
COc1ccc(N/C(N)=N/c2nc(CSc3ccc(Cl)cc3)cc(=O)[nH]2)cc1
→ -16, 22
NS(=O)(=O)c1cccc(NC(=O)c2ccc(NS(=O)(=O)c3cccc([N+](=O)[O-])c3)cc2)c1
→ 16, 7
CCOC(=O)C1CCN(c2c(NCc3ccc(C(=O)NC(C)CC)cc3)c(=O)c2=O)CC1 (configuration not stated)
→ -14, 14
Cc1cc(NC(=O)CSCC(=O)N(C)Cc2ccc(F)cc2)no1
→ -10, 17
CCN1C(=O)C2(C(C#N)=C(N)Oc3n[nH]c(-c4ccc(Cl)cc4)c32)c2ccccc21 (configuration not stated)
→ -32, 13
Cc1cc(NC(=O)CCC(=O)N(Cc2ccco2)C(C(=O)NC2CCCC2)c2ccc(F)cc2)no1 (configuration not stated)
→ -18, 47*
CC(C)(O[C@@H]1O[C@H](CO)[C@@H](O)[C@H](O)[C@H]1O)[C@H]1Cc2cc3ccc(=O)oc3cc2O1
→ -2, 20
N=C1C(=O)OCC1c1ccccc1NC(=O)CN1CCOCC1 (configuration not stated)
→ -7, 10
CC(C(=O)NCCSCc1cccc(Cl)c1)N(c1ccccc1)S(C)(=O)=O (configuration not stated)
→ -24, 6
CCC1CCC(C(=O)NC(C(=O)NCCc2ccc(S(N)(=O)=O)cc2)C(C)C)CC1 (configuration not stated)
→ -33, -1
Cc1nnc(N(Cc2ccco2)C(=O)c2ccc(C#N)cc2)s1
→ -9, 18
Cc1ccc(N2CC(C(=O)Nc3ccc(S(=O)(=O)N4CCOCC4)cc3)CC2=O)cc1 (configuration not stated)
→ 7, 8
O/N=C/c1nc2cc(Cl)ccc2o1
→ -5, 16
CC1CCCCN1C(=S)Nc1ccc(OC(F)F)cc1 (configuration not stated)
→ -6, 5
Cc1cc(S(=O)(=O)N(Cc2ccccn2)Cc2ccco2)ccc1-n1cnnn1
→ -27, 27
CC(C)(C)n1nc2c(c1NC(=O)COc1ccc(Cl)cc1)CSC2
→ -7, 18
CC(C)(c1cc(Br)c(O)c(Br)c1)c1cc(Br)c(O)c(Br)c1
→ -9, 30
Cc1cc2cc(C(c3nnnn3Cc3ccccc3)N3CCc4ccccc43)c(=O)[nH]c2cc1C (configuration not stated)
→ 8, 46*
COc1ccc(CCNC(=O)c2ccccc2NC(=O)C2=C(C)OCCS2)c(OC)c1
→ -10, 64*
CC/C(=N\NC(N)=O)c1ccc(OC)c(OC)c1
→ -13, 20
Cc1cccc(N2CCN(C(=O)c3ccc4c(c3)NC(=O)C(CSCc3cccc(F)c3)N4)CC2C)c1 (configuration not stated)
→ -4, -3
COc1ccccc1/C=C/C=N/n1c(-c2cc(C)[nH]n2)n[nH]c1=S
→ 4, 7
CN(NC(=O)Nc1ccc(Cl)cc1)c1ncc(C(F)(F)F)cc1Cl
→ 7, 13
N#Cc1ccccc1OCC(=O)N(Cc1nnc(-c2ccccc2Cl)o1)C1CC1
→ -30, 31

# A different layout for some results above:
Compound | OX1R antag-1 | OX1R antag-2
Cc1cc(NC(=O)CCC(=O)N(Cc2ccco2)C(C(=O)NC2CCCC2)c2ccc(F)cc2)no1 (configuration not stated) | -18 | 47*
CC(C)(O[C@@H]1O[C@H](CO)[C@@H](O)[C@H](O)[C@H]1O)[C@H]1Cc2cc3ccc(=O)oc3cc2O1 | -2 | 20
N=C1C(=O)OCC1c1ccccc1NC(=O)CN1CCOCC1 (configuration not stated) | -7 | 10
CC(C(=O)NCCSCc1cccc(Cl)c1)N(c1ccccc1)S(C)(=O)=O (configuration not stated) | -24 | 6
CCC1CCC(C(=O)NC(C(=O)NCCc2ccc(S(N)(=O)=O)cc2)C(C)C)CC1 (configuration not stated) | -33 | -1
Cc1nnc(N(Cc2ccco2)C(=O)c2ccc(C#N)cc2)s1 | -9 | 18
Cc1ccc(N2CC(C(=O)Nc3ccc(S(=O)(=O)N4CCOCC4)cc3)CC2=O)cc1 (configuration not stated) | 7 | 8
O/N=C/c1nc2cc(Cl)ccc2o1 | -5 | 16
CC1CCCCN1C(=S)Nc1ccc(OC(F)F)cc1 (configuration not stated) | -6 | 5
Cc1cc(S(=O)(=O)N(Cc2ccccn2)Cc2ccco2)ccc1-n1cnnn1 | -27 | 27
CC(C)(C)n1nc2c(c1NC(=O)COc1ccc(Cl)cc1)CSC2 | -7 | 18
CC(C)(c1cc(Br)c(O)c(Br)c1)c1cc(Br)c(O)c(Br)c1 | -9 | 30
Cc1cc2cc(C(c3nnnn3Cc3ccccc3)N3CCc4ccccc43)c(=O)[nH]c2cc1C (configuration not stated) | 8 | 46*
COc1ccc(CCNC(=O)c2ccccc2NC(=O)C2=C(C)OCCS2)c(OC)c1 | -10 | 64*
CC/C(=N\NC(N)=O)c1ccc(OC)c(OC)c1 | -13 | 20
Cc1cccc(N2CCN(C(=O)c3ccc4c(c3)NC(=O)C(CSCc3cccc(F)c3)N4)CC2C)c1 (configuration not stated) | -4 | -3

# The listing continues:
# Values run as follows: OX1R antag-1, OX1R antag-2
Cc1ccc(C2CC(=O)NC(SCC(=O)OCc3ccccc3)=C2C#N)o1 (configuration not stated)
→ -21, 23
COc1ccc(CNC(=O)c2ccccc2SCC(=O)NCc2ccco2)cc1
→ -3, 8
CCn1c(-c2cc3ccccc3cc2O)n[nH]c1=S
→ -10, 15
CCCc1nc(SCC(=O)Nc2ccc(S(=O)(=O)N(C)C)cc2)c2ccccc2n1
→ -9, 8
O=C(c1cccc(S(=O)(=O)NCc2ccccc2)c1)N1CCCC(C(F)(F)F)C1 (configuration not stated)
→ -22, 12
CCCCC(=Nc1ccc(N)cc1)C1=C(O)C(C(=O)OC)C(C)(C)CC1=O (configuration not stated)
→ 8, 16
Cc1cc2nccc(-c3ccc(Cl)cc3Cl)n2n1
→ -16, -8
Cn1cc(-c2ccno2)c(C(=O)O)n1
→ -23, 18
CCOC(=O)C1C(=O)NC(N2CCN(c3ccccc3)CC2)=NC1c1ccccc1 (configuration not stated)
→ -2, 3
Cc1ccc(OC2CCN(C(=O)C3CCC(=O)N(C4CC4)C3)CC2)cc1 (configuration not stated)
→ -19, -1
CC(C)(C)C(=O)NC(Nc1cccc2cccnc12)C(Cl)(Cl)Cl (configuration not stated)
→ -25, 19
O=P(O)(CN1CCCCCC1)C1Cc2ccccc2C1
→ -7, 2
CC1CCN(CC(=O)Nc2ccc(S(=O)(=O)N3C(C)CCCC3C)cc2)CC1 (configuration not stated)
→ -16, 5
COC(=O)c1ccc(COc2ncnc3c(Cl)cc(Cl)cc23)o1
→ -18, 12
COc1cccc(OC)c1C(=O)OCc1c(-c2ccccc2)ncc2ccccc12
→ -12, 16
CCOCc1nnc(NC(=O)c2cc(Cl)ccc2OC)s1
→ 14, 16
Cc1onc(-c2c(F)cccc2Cl)c1C(=O)N1CCN(c2ncccn2)CC1
→ 0, 6
CC(=O)c1cccc(NC(=O)C2=CC(c3ccc4c(c3)OCO4)=NS(=O)(=O)N2C)c1
→ -21, 16
Cc1ccccc1NC(=O)/C(C#N)=C/c1ccccc1C(F)(F)F
→ 1, 35
O=C(Cc1cccs1)Nc1ccc(NC(=O)c2ccco2)cc1
→ -6, 12
O=C(NCc1cccnc1)c1cc2ccccc2oc1=O
→ -11, 29
CCN(CC)C1=CC2=CC(=C(C#N)C#N)CCC2CC1 (configuration not stated)
→ 107*, 28
CCOc1ccc2ccccc2c1C1NC(=S)N(C)C(C)=C1C(=O)OC (configuration not stated)
→ -9, 24
CC(C)CCNC(=O)CN(C(=O)CCC(=O)Nc1ccccn1)c1ccc2c(c1)OCCO2
→ -14, 24
CC1CCc2ccccc2N1C(=N)N(C)C (configuration not stated)
→ -11, 3
COc1ccccc1NC(=O)Cn1c(C)cc(=O)c2cccc(OC)c21
→ -3, 18
COc1ccc(CCNC(=O)C(=O)NCCOc2ccccc2)cc1OC
→ -7, 17
CC1CCCN(c2nc3nonc3nc2N2CCCC(C)C2)C1 (configuration not stated)
→ -33, 11
CCOC(=O)c1sc(NC(=O)Nc2ccccc2F)nc1C
→ -14, 46
O=C(NC(C(=O)c1ccccc1)N1CCOCC1)c1cccs1 (configuration not stated)
→ -9, 12
O=S(=O)(Nc1ccc2ccccc2n1)c1ccccc1
→ -9, -7
CC(NC(=O)c1ccc(OC2CCN(Cc3ccccn3)CC2)cc1)c1nccs1 (configuration not stated)
→ -19, 22
O=C(CC(NC(=O)c1ccccc1Cl)c1ccccc1)NCCc1ccc(Cl)cc1 (configuration not stated)
→ -5, 18
COc1ccc(-c2c(C)n([O-])c(C)c(C)[n+]2=O)cc1OC
→ -13, 30
CCOc1ccc(C(CC(=O)O)n2cnnn2)cc1OC (configuration not stated)
→ -15, 15
CCOC(=O)c1c(N)c(C#N)c2n1CCCCC2
→ -8, 20
Cc1ccc(S(=O)(=O)N/N=C/c2ccc(OC3CSC3)cc2)cc1
→ 84*, -5
Cc1ccc(C(=O)N/C(=C\c2ccccc2F)c2nc(=S)[nH][nH]2)cc1
→ -34, 1
COc1ccc([C@H]2CC(=O)C=C(/C=C/c3ccccc3)C2)cc1
→ -6, -6
